# PAFAH1B2 inh – inhibitors of human PAFAH1B2 | P68402 | recombinant PAFAH1B2, FP-rhodamine activity probe, fluorescence polarization | inhibition, % at 3.39 µM | 340,000 tested, 1.2% active | AID 492953;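 active = inhibition above the mean of all tested compounds plus 3 SD, cut at about 24% in these data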;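 also: 0% = enzyme with DMSO and 100% = wells lacking PAFAH1B2; many of its hits are not listed in these tables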
# pPAFAH inh – inhibitors of human plasma PAF acetylhydrolase (pPAFAH); Q13093; inhibition, % at 3.39 µM; recombinant pPAFAH, FP-rhodamine probe fluorescence polarization; 330,000 tested, 1.5% active;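 active = inhibition above the mean inhibition across the screen plus 3 SD, cut at about 25% in these data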;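 also: inhibitors block binding of the rhodamine activity-based probe so polarization drops; 0% = enzyme with DMSO and 100% = wells lacking pPAFAH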
# Target sequence (Q13093 whole entry, looked up): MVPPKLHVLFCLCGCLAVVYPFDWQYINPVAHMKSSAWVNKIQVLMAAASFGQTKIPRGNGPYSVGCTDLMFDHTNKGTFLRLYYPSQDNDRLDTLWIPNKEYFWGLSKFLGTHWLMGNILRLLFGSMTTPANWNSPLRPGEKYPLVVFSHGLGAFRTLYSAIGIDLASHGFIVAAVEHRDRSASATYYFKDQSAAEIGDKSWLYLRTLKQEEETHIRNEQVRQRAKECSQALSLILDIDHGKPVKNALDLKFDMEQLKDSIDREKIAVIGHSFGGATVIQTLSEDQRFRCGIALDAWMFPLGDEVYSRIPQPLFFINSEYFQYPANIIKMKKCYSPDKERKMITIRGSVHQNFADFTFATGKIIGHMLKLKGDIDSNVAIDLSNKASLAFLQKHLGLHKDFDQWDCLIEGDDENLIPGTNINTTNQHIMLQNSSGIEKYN
# MEX-5 binding – C. elegans MEX-5 TCR-2 RNA binding activity. AID 1832. Q9XUB2. MEX-5/FITC-TCR2 RNA binding, fluorescence polarization; hits give low values. 300,000 tested, 0.38% active. activity score (negative = inhibition of binding), % at 10 µM;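 active = inhibition past about -25% in most replicates, and total fluorescence under double the plate's negative control median, limit read from the data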;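 also: 0% = DMSO and -100% = 5 µM competing unlabeled TCR2 RNA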
# Fam108B counter – blocks mouse Fam108B hydrolase in RBBP9 counter-screen; recombinant Fam108B, FP-Rh probe fluorescence polarization; inhibition, % at 9.51 µM; 300,000 tested, 0.33% active; AID 1947;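 active = inhibition above the screen mean inhibition plus 3 SD, computed separately per campaign, cut at about 18% in these data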;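 also: inhibitors lower polarization as less probe binds the enzyme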
# AHR activator – activates the human aryl hydrocarbon receptor; P35869; AHR-responsive luciferase reporter cells, luminescence; activation, % at 5 µM; 320,000 tested, 2.5% active; in the data active = activation above about 47%;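 also: 0% = vehicle wells and 100% = reference agonist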
# BCLXL inh – Bcl-xL (human) inhibition. AID 2129. 320,000 tested, 0.7% active. Q07817. inhibition, % at 10.9 µM. GST-Bcl-xL / FITC-Bim BH3 peptide fluorescence polarization;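 active = inhibition above the mean of all tested compounds plus 3 SD, cutoff set per campaign, cut at about 30% in these data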;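 also: 0% = DMSO wells and 100% = unlabeled Bim-BH3 peptide competitor; inhibitors lower millipolarization by displacing the labeled peptide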
# PME-1 inh – blocks human protein phosphatase methylesterase 1. recombinant PME-1, FP-Rh probe fluorescence polarization. inhibition, % at 5.9 µM. 320,000 tested, 0.53% active. AID 2130;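 active = inhibition above the campaign mean of all compounds plus 3 SD, cut at about 26% in these data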;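 also: competitive labeling of PME-1 active site by serine hydrolase directed probe; 0% = PME-1 with DMSO and 100% = wells lacking PME-1 enzyme; inhibitors block probe labeling so polarization falls and inhibition rises; many of its hits are not listed in these tables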
# GLD-1 RNA inh – GLD-1-TGE RNA interaction inhibition (C. elegans); purified GLD-1 + fluorescein TGE RNA, fluorescence polarization; AID 2280; 320,000 tested, 0.44% active; Q17339; inhibition, % at 5.96 µM;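 active = percent inhibition above a per-plate cutoff, the plate mean of test compounds plus 3 SD, cut at about 30% in these data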;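 also: 0% = DMSO wells with GLD-1 and probe and 100% = wells lacking GLD-1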
# Target sequence (Q17339 whole entry, looked up): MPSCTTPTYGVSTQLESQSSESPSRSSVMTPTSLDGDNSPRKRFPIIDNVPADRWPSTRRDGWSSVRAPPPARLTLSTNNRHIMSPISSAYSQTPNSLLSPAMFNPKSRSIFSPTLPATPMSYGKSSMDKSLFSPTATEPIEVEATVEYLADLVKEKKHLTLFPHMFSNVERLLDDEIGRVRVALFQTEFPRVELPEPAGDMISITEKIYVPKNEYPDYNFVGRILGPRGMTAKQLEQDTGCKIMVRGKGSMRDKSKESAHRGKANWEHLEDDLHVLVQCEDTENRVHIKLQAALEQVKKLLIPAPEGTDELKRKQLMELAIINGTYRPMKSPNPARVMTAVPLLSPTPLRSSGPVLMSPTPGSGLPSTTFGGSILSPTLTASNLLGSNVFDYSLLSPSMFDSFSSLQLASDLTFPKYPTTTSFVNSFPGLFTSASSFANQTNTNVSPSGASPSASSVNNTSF
# MCL1 BIM primary – inhibitors of human MCL1 binding to BIM-BH3 peptide; GST-MCL1 / FITC-Bim-BH3 fluorescence polarization; inhibition, % at 10.9 µM; 320,000 tested, 0.68% active;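 active = inhibition above the mean inhibition of all tested compounds plus 3 SD, set per campaign, cut at about 40% in these data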;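 also: 0% = DMSO wells and 100% = unlabeled Bim-BH3 peptide control; higher means more loss of mP so more displacement of Bim peptide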
# An asterisk follows results filed as active; nt = no result given. Only part of the results is shown; count on the stated rates, not on these rows.
SMILES,PAFAH1B2 inh,pPAFAH inh,MEX-5 binding,Fam108B counter,AHR activator,BCLXL inh,PME-1 inh,GLD-1 RNA inh,MCL1 BIM primary
c1ccc(OCc2nn3c(Cn4cnc5ccccc54)nnc3s2)cc1,27*,5,-1.9,10,2,4,2,-4,0
COc1cc(/C=C(\NC(C)=O)C(=O)NC(C)(C)CC(C)(C)C)ccc1OC(C)=O,1,6,0.7,8,-3,8,-4,1,6
CCOC(=O)C1=C(c2ccccc2)NC(=O)NC1c1ccc(O)c(OCC)c1 (stereo unspecified),3,-1,-0.2,-4,0,3,1,6,3
COc1ccc(C(c2nnnn2Cc2ccccc2)N2CCN(C(=O)c3ccco3)CC2)cc1 (stereo unspecified),6,1,2.3,2,-1,9,-2,6,1
CC(=O)Nc1ccc(Oc2ncccn2)c(Cl)c1,4,5,-1.8,-2,-4,2,-1,10,-2
Cc1cc(N/N=C/c2ccccc2Br)nc2ccccc12,-3,5,-1.4,-6,52*,-2,15,-4,2
Cc1ccc(C(=O)CN(Cc2ccccc2)C2=NCCS2)cc1,-2,4,0.2,0,8,0,7,10,3
O=C(COC(=O)c1ccco1)Nc1ccc2c(c1)OCO2,6,7,3.6,0,5,6,2,-7,2
COc1ccc(N2C(=O)CCC2(C#N)c2ccc(OC)cc2)cc1 (stereo unspecified),7,4,-0.3,0,0,4,-2,5,4
COc1ccc(/C=N/NC(=S)NC2CCS(=O)(=O)C2)cc1OC (stereo unspecified),1,0,0.3,-2,3,11,1,-3,14
CCC1CCCCN1C(=O)Cn1c(=O)oc2ccccc21 (stereo unspecified),1,0,0.4,0,1,4,3,2,-5
O=C(CCN1C(=O)C2CCCCC2C1=O)Nc1cc(F)ccc1F (stereo unspecified),7,-4,-0.4,-6,-3,2,-4,7,-3
N#C/C(=C\c1ccc(OCC(N)=O)cc1)C(=O)NC1CC1,-1,-1,-1.5,-5,4,-1,1,-1,3
Cc1ccc(CNC(=O)Cn2cc(C(F)(F)F)ccc2=O)cc1,0,0,0.0,0,-1,-2,-6,-5,-11
O=c1[nH]c(C2C3CC4CC(C3)CC2C4)nc2ccccc12 (stereo unspecified),11,5,-0.2,2,1,6,6,-4,2
NC(=O)NOCc1ccccc1F,nt,1,-0.3,-4,0,4,1,-6,1
Clc1ccc(OCc2nn[nH]n2)cc1,14,5,0.6,-1,-1,-7,0,-3,-10
Cc1ccc(-n2ncc3c(=O)n(CC(=O)N4CCN(c5ccccc5)CC4)cnc32)cc1C,2,1,-3.0,0,2,-2,3,-2,1
C/C(=N\N=C1\NC(=O)CC(C(=O)O)S1)c1cccs1 (stereo unspecified),-2,-4,-5.8,-2,3,6,3,5,3
CC(C)c1ccc(C(=O)N(c2ccccn2)C(C)c2ccco2)cc1 (stereo unspecified),0,-8,2.2,1,2,0,0,4,-1
Cc1cccc2c(N)c3c(nc12)N(C)CC3,5,-1,2.0,-1,13,12,0,2,8
CCN(CC)CCCNC1CCS(=O)(=O)C1 (stereo unspecified),6,6,-0.9,-2,-2,8,2,6,6
O=C(NCCCN1CCOCC1)c1cccc(S(=O)(=O)Nc2ccc(F)cc2)c1,3,27*,nt,nt,1,-2,-1,3,-3
FC(F)(F)c1nnc2ccc(Cl)nn12,4,-7,1.1,1,0,3,0,11,6
CCc1c(C)nc(N2CCN(Cc3ccc4c(c3)OCO4)CC2)[nH]c1=O,1,2,0.3,3,2,2,9,10,6
Cc1ccc2cn[nH]c2c1N,-6,3,-0.2,6,43,12,8,2,19
CCN(CC)CCN1C(=O)C(=O)/C(=C(/O)c2ccc3c(c2)CC(C)O3)C1c1ccc(OC)cc1 (stereo unspecified),8,-1,2.6,0,2,-1,-3,-4,-6
COc1cc(/C=N/Nc2nncn2N)ccc1OCc1c(C)no[n+]1[O-],6,5,2.5,1,3,2,5,6,5
CCn1c(CNc2ccc(F)cc2)nnc1SCC(=O)OC1CCCCC1,3,0,0.7,-5,0,2,2,-1,8
O=C(NC1CCCCC1)c1cc(C2CC2)nn1-c1ccccc1,7,-2,nt,nt,3,6,-1,-1,-2
COc1ccccc1/C=N\Nc1cn[nH]c(=O)c1Cl,2,4,2.0,-1,48*,2,1,1,-8
CCCCOc1cccc(C(=O)N(Cc2cccs2)C2CCS(=O)(=O)C2)c1 (stereo unspecified),4,3,1.8,2,7,6,-1,-2,2
CC1CC(C)CN(C(=O)c2cccc(S(=O)(=O)NCc3ccccc3)c2)C1 (stereo unspecified),13,3,nt,nt,1,nt,nt,2,nt
CCCN1C(=O)C(Cc2nc3ccccc3c(=O)n2-c2ccccc2)c2cc(C)ccc21 (stereo unspecified),1,-2,1.1,-3,8,-5,-3,-6,5
CSc1cccc(NS(=O)(=O)c2ccc(-c3coc(C)n3)cc2)c1,-3,5,1.7,-2,2,0,-3,2,-5
COc1ccc(NC(C)=O)cc1S(=O)(=O)N1CCn2cccc2C1C (stereo unspecified),0,5,nt,nt,-1,12,2,3,8
COC(=O)Cc1[nH]nc2c1C(C1C=CCCC1)C(C#N)=C(N)O2 (stereo unspecified),7,3,2.2,-2,1,0,2,6,1
C=CCNC(=S)Nc1cccc(N)c1,6,2,3.0,0,1,11,9,0,10
COC(=O)CCN(C(=O)c1cc(OC)c(OC)c(OC)c1)c1ccccn1,0,6,-0.2,-3,1,-4,10,-9,1
O=c1[nH]ncn1-c1ccc(Br)cc1,-1,-3,1.2,0,0,4,5,4,1
CC(C)c1onc(C(=O)NCc2cccs2)c1[N+](=O)[O-],-2,0,0.6,0,1,1,-7,-1,17
CC(=O)NC1=NN(C(C)=O)C(C)(CS(=O)(=O)c2ccc3ccccc3c2)S1 (stereo unspecified),3,2,1.5,4,8,1,0,0,-1
Cc1ccc(NC(=O)CSc2nc3ccccc3nc2N2CCCC2)cc1,-1,13,2.1,-4,7,1,-9,4,-5
CCNC(=O)C(C)Sc1ccc(Cl)cc1 (stereo unspecified),7,4,1.2,4,-1,1,-3,-5,-5
COc1cccc(NC(=O)CN(C)C(=O)c2ccc(-c3ccccc3Cl)o2)c1,1,-3,1.9,-2,8,4,3,1,4
COc1ccc(NC(=O)c2cccc(N3C(=O)C4C5C=CC(C5)C4C3=O)c2)c(OC)c1 (stereo unspecified),3,-1,-2.5,4,2,3,2,-13,4
N=C1/C(=C\c2ccc(OC(=O)c3ccccc3)cc2)C(=O)N=C2SC(N3CCOCC3)=NN12,3,23,-9.2,10,0,3,2,-4,-3
O=C(CCN1C(=O)S/C(=C\c2cccs2)C1=O)NC1=NCCS1,1,2,-5.6,2,8,0,9,-4,1
CCOC(=O)C1=C(C)NC(C)=C(C(=O)OCC)C1C(=O)OCC(=O)N1CC(C)OC(C)C1 (stereo unspecified),-3,-3,nt,nt,0,6,-2,-2,0
Cc1cccc(CCNC(=O)C2CCCN(S(=O)(=O)c3cccc4nsnc34)C2)c1 (stereo unspecified),4,10,-2.3,0,3,-1,5,-4,2

# Continued.
SMILES,PAFAH1B2 inh,pPAFAH inh,MEX-5 binding,Fam108B counter,AHR activator,BCLXL inh,PME-1 inh,GLD-1 RNA inh,MCL1 BIM primary
CCN1CCN(CCCNC(=O)c2csc3c2CCCCC3)CC1,0,-1,0.8,-1,0,0,-2,1,-8
COc1ccc(-c2nc(N3CCN(C)CC3)sc2-c2ccc(OC)cc2)cc1,6,10,-0.6,5,2,4,-1,2,6
COc1ccc(/C=C2/CCCC(C(=O)C(F)(F)F)=C2O)cc1OC,10,1,3.8,2,-2,4,-4,0,-2
CC1=C(C#N)C(NC(=O)C2CCCCC2)(C(F)(F)F)C(=O)N1 (stereo unspecified),-5,0,-0.4,-2,1,-1,0,5,-2
CCn1c(=O)cc(SCC(=O)Nc2cc(OC)c(OC)c(OC)c2)c2ccccc21,7,6,1.6,-1,-2,8,4,2,5
CCc1c(C)c(C#N)c2nc3ccccc3n2c1NCc1ccco1,5,-2,-5.7,7,16,-2,6,3,-2
Nc1n[nH]c(C2CCCCC2)n1,-3,-1,1.8,2,-1,5,6,-2,0
O=C(CSc1nnc(-c2cccs2)n1-c1ccccc1)N1CCCc2ccccc21,9,6,-0.5,-1,-1,3,-4,7,7
CC(=O)NCCc1ccc(C(=O)COC(=O)c2cccn2C)cc1,6,4,nt,nt,-1,nt,nt,4,nt
COc1ccc(C(=O)Nc2ccc(NC(=O)c3cccs3)c(OC)c2)cc1Cl,-1,3,nt,2,2,7,2,2,0
Cc1ccc(C(=O)O)cc1NC(=S)NC(=O)c1ccc(-c2ccccc2)cc1,1,7,-3.1,2,3,1,1,-2,5
NC(=O)c1cnn(C2CCS(=O)(=O)C2)c1 (stereo unspecified),-2,-3,-2.2,4,-5,10,0,10,8
Cc1cc(C)cc(NC(=O)CNC(c2ccccc2)c2ccccc2)c1,4,4,-0.4,-2,26,-1,10,-2,-7
COc1ccc(C(=O)NNC2=NC(C)(C)Cc3ccccc32)cc1,-1,1,-2.2,-7,9,0,-7,3,5
Cn1nccc1C(=O)Nc1ccc2c(c1)OCCO2,1,-1,-0.1,-1,9,4,-1,-4,-3
CCN(CC)c1nc2c(c(=O)[nH]c(=O)n2C)n1Cc1ccccc1,2,-2,3.0,-1,1,0,3,4,-4
C[C@H](CO)N1C[C@H](C)[C@@H](CN(C)S(C)(=O)=O)Oc2ccc(NC(=O)Nc3ccccc3)cc2C1=O,5,9,nt,nt,3,nt,nt,6,nt
Cc1ccc(NC(=O)CC2OC(=O)c3ccccc32)cc1S(=O)(=O)N1CCOCC1 (stereo unspecified),4,-1,nt,nt,0,-4,2,-6,-5
Cc1csc(SCc2nc3scc(-c4ccccc4)c3c(=O)[nH]2)n1,3,-1,7.3,-7,-2,-3,2,-11,-9
O=C(CNC(=O)c1ccc(Cl)cc1Cl)OCN1C(=O)c2ccccc2C1=O,5,-3,4.4,-2,3,-1,0,0,-1

# Single entries from the list:
# Result for COc1cc(/C=C(\NC(C)=O)C(=O)NC(C)(C)CC(C)(C)C)ccc1OC(C)=O under PME-1 inh: -4
# Result for COc1ccc(C(c2nnnn2Cc2ccccc2)N2CCN(C(=O)c3ccco3)CC2)cc1 (stereo unspecified) under Fam108B counter: 2

# Remaining list, next part.
SMILES,PAFAH1B2 inh,pPAFAH inh,MEX-5 binding,Fam108B counter,AHR activator,BCLXL inh,PME-1 inh,GLD-1 RNA inh,MCL1 BIM primary
CCCCn1cnc2c(c(-c3ccccc3)c(-c3ccccc3)n2Cc2ccco2)c1=N,nt,2,1.2,5,1,0,6,-7,-2
COc1ccccc1OCCn1ccnc1,2,-5,2.9,-5,4,1,-4,-8,-2
O=C(CCNC(=O)c1ccccc1Cl)Nc1nc(-c2ccccc2Cl)cs1,0,11,-2.1,-3,4,2,-6,-3,-1
Cc1ccc(-c2nc(CS(=O)CC(=O)NCc3ccc4c(c3)OCO4)c(C)o2)cc1 (stereo unspecified),9,4,-3.9,0,3,-1,1,-5,5
CC1(C)Cc2c(sc(NC(=O)COc3ccc(Cl)cc3)c2C(N)=O)C(C)(C)N1,4,-3,-0.5,4,2,-1,-8,1,4
O=[N+]([O-])c1cc(/C=N/n2c(-c3cccnc3)n[nH]c2=S)ccc1Cl,7,12,2.3,9,13,-42,3,1,0
Cc1n[nH]c(C)c1S(=O)(=O)N1CCCCCC1,0,2,-2.6,0,2,6,5,-1,-3

# Assay outcomes: PubChem BioAssay, several laboratories
